Assay outcomes (PubChem)
A549 tox – Nrf2 qHTS screen for inhibitors: counterscreen for cytotoxicity | 390,000 compounds, 0.16% hits | Potency, µM (highest dose often 46 µM), for the others: at the top dose activity change, negative = cytotoxicity, actives largely listed as inhibitors | A549 ARE-Fluc cells, CellTiter-Fluor viability, 18-24 h; also: potency is read from the fitted curve at half-maximal effect; % is scaled to controls: 0 for no effect and ±100 for the full control effect
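Cytotoxicity counterscreen: CellTiter-Fluor fluorescence was measured in A549 ARE_Fluc cells after 18-24 h of compound exposure in a concentration series. The subsequent BugLite luminescent read reports ARE-luciferase activity.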
TGFb inhibitor – qHTS for Inhibitors of TGF-b. HepG2 CAGA-GFP TGF-b/SMAD3 reporter, GFP fluorescence, 18 h; TGF-beta stimulated, 500 pg/mL final. Potency, µM (series often up to 46.1 µM), without a hit: at the highest dose activity, negative = inhibition, hits mostly inhibitors. 410,000 compounds, 1.2% hits. AID 588855, 2011; also: potency is read from the fitted curve at half-maximal effect; % is scaled to controls: 0 for no effect and ±100 for the full control effect; nearly all actives have a fitted effect of over 65% in size
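HEPG2 CAGA-GFP cells (1000/well, DMEM with 1% FBS) were pre-incubated 2 h at 37 degrees C, given compound by pin tool, then stimulated with TGF-beta at 500 pg/mL final for 18 h before per-cell GFP fluorescence imaging.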
MmCpn inh – Inhibitors of TCP-1 ring complex (TRiC) of Methanococcus maripaludis (MmCpn): qHTS; purified Mm-Cpn ATPase, ADP Transcreener TR-FRET; AID 504842, 2011; Potency, µM (titrated, usually from 76.9 µM), inactives show at the top dose activity, negative = inhibition, actives largely listed as inhibitors; 330,000 compounds, 0.031% hits; Chaperonin Mm-Cpn (Methanococcus maripaludis); also: potency is read from the fitted curve at half-maximal effect; % is scaled to controls: 0 for no effect and ±100 for the full control effect; nearly all actives have a fitted effect of over 80% in size
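Measured: ADP formation by purified Mm-CPN. Conditions: 25 nM protein, 10 uM ATP, Tris pH 7.4 with Mg2+, K+ and DTT, 37°C for 30 min. Detection: Transcreener HTRF after 30 min at room temperature.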
Nrf2 block – Nrf2 qHTS screen for inhibitors | A549 ARE-Fluc reporter, luciferase luminescence, 18-24 h | Potency, µM (top dose mostly 46 µM), for inactives: at the highest dose activity change, negative = inhibition, hits mostly inhibitors | 360,000 compounds, 2.1% hits | AID 504444, 2011; also: potency is read from the fitted curve at half-maximal effect; % is scaled to controls: 0 for no effect and ±100 for the full control effect; nearly all actives have a fitted effect of over 60% in size
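Nrf2 activity is the BugLite luminescence, read 15 min after reagent at room temperature, following CellTiter-Fluor cytotoxicity readout (30 min, 37C). Compound titrations were applied for 18-24 h to 5000 A549 ARE_Fluc cells/well in 5% FBS OPTI-MEM.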
HepG2 viability – qHTS for Inhibitors of TGF-b: Cytotox Counterscreen | HepG2 CAGA-GFP viability, ATP luminescence, 18 h | Potency, µM (doses to about 46.1 µM), for the others: top-dose activity change, negative = cytotoxicity, actives largely listed as cytotoxic | 410,000 compounds, 0.76% hits; also: potency is read from the fitted curve at half-maximal effect; some results filed as inactive show a strong effect at the top dose
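HepG2 CAGA-GFP cells (1000/well, DMEM with 1% FBS) received compound, then TGF-beta at 500 pg/mL final, and were incubated 18 hours at 37 degrees C. Viability was read by CellTiter-Glo luminescence. Media-only wells were set as complete cell-killing and DMSO as no toxicity.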
Akt phos inh – HTS Assay for Inhibitors of Akt Phophorylation: Primary Screen; activity change, % for hits at 50 µM; 360,000 compounds, 0.32% hits; Neuro2A IGF-stimulated pAkt S473 HTRF, 20 min; stronger effect = lower value; in the data active = activity change below about -80%; inconclusive = mostly about -51% to -80%; also: % is scaled to controls: 0 for no effect and ±100 for the full control effect
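Single-point screen (50 µM final compound) in Neuro2A cells stimulated 20 min with 6 nM IGF at 37 deg C. After lysis, Ser473-phosphorylated Akt read by HTRF (ex 330 nm, em 615/665 nm) as the 665/615 ratio.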
CCT modulator – High-Throughput Screening for Modulators of Cytosolic Chaperonin Activity. 360,000 compounds, 0.3% hits. purified chaperonin ATPase assay, HTRF ADP detection, 30 min. activity change, % (concentration not given with the values), hits read low. AID 651819, 2012; in the data active = activity change below about -30%; also: % is scaled to controls: 0 for no effect and ±100 for the full control effect
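TRiC at 40 or 20 nM final (batch-dependent) in 30 mM Tris pH 7.4, 100 mM KCl, 5 mM MgCl2, 1 mM DTT, with compound at single 76 uM and 10 uM ATP, 30 min at 37 deg C. ADP detected by HTRF Transcreener, 665/615 ratio.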
Abeta yeast res – qHTS for compounds that reverse cellular toxicity of Amyloid beta (A-beta) peptide in yeast: Primary Screen. yeast expressing A-beta42, growth rescue, OD600, 48 h; response scale: 0% DMSO, 100% iron-clioquinol control. Potency, µM (series often up to 46.1 µM), inactives show at the top dose growth rescue, actives largely listed as activators. 410,000 compounds, 0.063% hits. AID 1347071, 2019; also: potency is read from the fitted curve at half-maximal effect; nearly all actives have a fitted effect of over 55% in size
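Yeast growth medium received pinned compounds, then yeast cells expressing toxic A-beta were added; plates incubated at 30 C for 48 hr. Growth read as absorbance at 600 nm, normalized to DMSO and equimolar FeCl3 plus clioquinol controls.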
Nrf2 ARE act – qHTS of Nrf2 Activators. AREc32 ARE-luciferase reporter (MCF7-derived line), luminescence, 24 h. Potency, µM (titrated, usually from 46.1 µM), for the others: top-dose activation, hits mostly activators. 410,000 compounds, 0.31% hits. AID 624171, 2012; also: potency is read from the fitted curve at half-maximal effect; % of control where 0% means no effect; nearly all actives have a fitted effect of over 65% in size
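Nrf2 activation is followed as ARE-luciferase induction in the AREc32 line after one day of compound treatment; luminescence is read with Steady-Glo.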
Active calls of the source: *; i = inactive; ? = inconclusive; . = no result given; [ ] = dose if it differs, or a comment. Unless noted, calls follow the shape of the dose curve; as a rule, active = well fitted curve in the direction sought with a large enough effect; inconclusive = small, poorly fitted or top-dose-only effect, or another doubt; inactive = no such curve, though single readings can be large; an effect the other way counts as inactive or inconclusive.

SMILES | A549 tox | TGFb inhibitor | MmCpn inh | Nrf2 block | HepG2 viability | Akt phos inh | CCT modulator | Abeta yeast res | Nrf2 ARE act
O=C(c1ccsc1)N1CCCC(Nc2ccc(F)c(F)c2)C1 (stereo not given) | -4.2% | 8.7% | -3.8% | 0.8% | -15.8% | i | 3.1 | -5.4% | 0.4%
Cc1ccc2c(c1)c1c(c(=O)n(-c3ccccc3C)c(=O)n1Cc1ccccc1F)n2C | -0.2% | 9.6% | . | 28.1% | -5.6% | . | . | -5.6% | 0.0%
CCOc1ccc(NC(=O)COC(=O)CNC(=O)c2ccc(-c3ccccc3)cc2)cc1 | 2.9% | 1.8% | 0.1% | 7.5% | -4.9% | i | 2.4 | 0.7% | 4.7%
COc1cc(C(=O)Nc2nc(-c3ccc(F)cc3)cs2)ccc1OCC(=O)N1CCOCC1 | -13.1% | ? | -5.7% | 20.6µM* | -39.8% | i | 1.9 | 5.1% | -2.4%
CCCCC(CC)CO (stereo not given) | 7.7% | 2.3% | 0.7% | -9.2% | -20.8% | i | -2.8 | -7.9% | -0.3%
CCOc1cc2[nH]c(=S)n(Cc3ccc(C)o3)c(=O)c2cc1OCC | ? | 7.1% | 1.4% | ? | -7.6% | i | -1.2 | -4.0% | -0.7%
CCn1nnnc1SCC(=O)NCc1ccco1 | -1.5% | -3.4% | 0.9% | -4.0% | -0.7% | i | -2.1 | -9.0% | 0.7%
COc1ccc(OCCCC(=O)OCC(=O)NNC(=O)c2ccc([N+](=O)[O-])cc2)cc1 | -1.4% | -19.7% | 1.0% | -15.8% | 4.2% | i | -2.0 | 0.0% | -0.3%
CCCCC(c1nnnn1CC1CCCO1)N1CCN(c2cc(Cl)ccc2C)CC1 (stereo not given) | -3.8% | 2.4% | -4.6% | ? | 7.2% | i | -0.5 | 6.0% | -0.5%
CNC(=O)NC(=O)CSc1ncc(C(F)(F)F)cc1Cl | 1.6% | ? | -0.2% | 1.0% | -3.2% | i | 1.0 | 4.9% | -0.4%

Four compounds from above, limited to Nrf2 block, Nrf2 ARE act and MmCpn inh.
Structure | Nrf2 block | Nrf2 ARE act | MmCpn inh
Cc1ccc2c(c1)c1c(c(=O)n(-c3ccccc3C)c(=O)n1Cc1ccccc1F)n2C | 28.1% | 0.0% | .
CCOc1ccc(NC(=O)COC(=O)CNC(=O)c2ccc(-c3ccccc3)cc2)cc1 | 7.5% | 4.7% | 0.1%
COc1cc(C(=O)Nc2nc(-c3ccc(F)cc3)cs2)ccc1OCC(=O)N1CCOCC1 | 20.6µM* | -2.4% | -5.7%
CCCCC(CC)CO (stereo not given) | -9.2% | -0.3% | 0.7%

(listing goes on)
SMILES | A549 tox | TGFb inhibitor | MmCpn inh | Nrf2 block | HepG2 viability | Akt phos inh | CCT modulator | Abeta yeast res | Nrf2 ARE act
O=C(C[n+]1ccc(CCSc2ccc(F)cc2)cc1)c1ccccc1 | 0.4% | -0.8% | -5.6% | -6.8% | -17.8% | i | 1.8 | ? | -0.1%
COc1ccc([N+](=O)[O-])cc1N(CC1CO1)S(=O)(=O)c1ccc(C)cc1 (stereo not given) | -14.6% | 4.7% | -0.4% | -10.8% | 7.0% | i | -4.0 | 17.9% | 13.2%
C[C@@H]1CN([C@H](C)CO)C(=O)CCCn2nncc2CO[C@H]1CN(C)S(=O)(=O)c1ccccc1F | . | 0.9% | . | . | -9.5% | i | -0.7 | -3.2% | -1.0%
CN1CCN(c2ccc(CNS(=O)(=O)c3cccc(F)c3)cc2)CC1 | 5.0% | 31.2%[activator] | -2.0% | 16.4% | 36.3% | i | -1.3 | 4.3% | 0.3%
COc1ccc(-c2nsc(NC(=O)c3oc4ccc(Cl)cc4c3C)n2)cc1 | 2.3% | 0.0% | . | -4.3% | -8.5% | . | . | -14.8% | -1.1%
CC(=O)Nc1cccc(OCCCOc2cccc([N+](=O)[O-])c2)c1 | -3.3% | -29.6% | . | 3.2% | 7.8% | i | -3.2 | -8.2% | 2.9%
CC1(C)CCCN(C(=O)c2ccc3c(c2NCCO)C(=O)c2ccccc2C3=O)C1 | ? | -2.6% | -3.2% | 2.4% | -8.8% | i | -17.8 | -34.1%[inhibitor] | -0.8%
COc1cccc(C(=O)NNS(=O)(=O)c2ccc(F)cc2)c1 | -2.4% | 0.5% | 1.3% | -28.5% | 1.1% | i | -0.9 | 1.7% | 0.5%
CCCOc1ccc(CSc2ncn[nH]2)cc1 | -2.9% | -3.7% | -1.8% | ? | -77.5% | i | 2.0 | 5.8% | 2.6%
CCC1CCCCN1S(=O)(=O)c1c(C)n(C)c(=O)n(C)c1=O (stereo not given) | -3.3% | 34.7%[activator] | 1.0% | 10.7% | -2.7% | i | -2.2 | 22.1% | 0.0%
Cc1nnc(N2C(=O)C(O)=C(C(=O)c3ccco3)C2c2ccc(F)cc2)s1 (stereo not given) | -13.0% | -15.0% | -12.5% | 3.8% | 5.0% | i | -0.7 | 4.0% | 0.2%
CS(=O)(=O)c1ccc(Cl)c(NC(=O)COC(=O)c2ccc(S(=O)(=O)N3CCCC3)cc2)c1 | -1.1% | 2.0% | -2.3% | 2.9% | -4.8% | i | -1.7 | 1.1% | -0.4%
CC1CCCCC12NC(=O)N(CC(=O)N1CCN(C(=O)c3cccs3)CC1)C2=O (stereo not given) | 14.5% | 12.7% | -0.6% | 1.8% | 0.9% | i | 0.4 | -7.0% | -0.9%
COc1cccc(NC(=O)C2(C)CCCN2C(=O)C(C)C)c1 (stereo not given) | . | 38.6% | . | . | 0.5% | i | 0.9 | -4.6% | -0.4%
O=C(Nc1cccc(-n2cnnn2)c1)c1ccc(C(F)(F)F)cc1 | 1.9% | 2.0% | -10.0% | ? | -26.1% | i | 3.4 | -17.9% | 1.0%
CC(=O)N1CCC[C@H]1C(=O)O | -3.8% | -13.4% | 1.6% | -8.9% | -21.5% | i | 1.7 | . | -0.6%
COc1ccc(N(C)S(=O)(=O)c2cccc(C(=O)NCC3CCCCC3)c2)cc1 | -4.1% | -14.9% | -0.4% | -14.7% | -0.2% | i | -0.3 | -15.0% | 0.5%
C=CCn1c(SCC(=O)NC(=O)c2cccc([N+](=O)[O-])c2)nnc1-c1ccccc1 | 9.8% | -32.0% | 2.3% | 11.9% | -2.0% | i | -1.2 | 13.0% | -0.5%[9.22 µM]
COC(=O)c1ccc(CSc2nnc(-c3c[nH]c4ccccc34)n2-c2ccccc2)cc1 | 2.6% | ? | -4.5% | ? | -17.7% | i | -2.0 | 5.7% | 4.5%
Cc1onc(-c2ccccc2Cl)c1C(=O)Nc1nnc(C2CCCCC2)s1 | 2.6% | -22.4% | . | ? | -19.7% | . | . | . | .
O=C(Nc1ccccc1)C1CCN(S(=O)(=O)c2cccs2)CC1 | 0.1% | 0.8% | -3.1% | -1.3% | 6.4% | i | 1.4 | -8.8% | -1.4%
COc1ccc(NC(=O)CN(c2ccc(OC)c(Cl)c2)S(=O)(=O)c2ccccc2)c(OC)c1 | -1.1% | ? | -2.4% | 1.8% | 7.8% | i | -1.0 | -3.9% | 2.7%
CCN(CC(=O)Nc1ccc2c(c1)OCCO2)CC(=O)Nc1ccc(C)c([N+](=O)[O-])c1 | -11.0% | 18.3% | 2.0% | 3.7% | -0.9% | i | -1.2 | -13.3% | 1.7%
Nc1nonc1-n1nnc(C(=O)N/N=C/c2ccc(Cl)cc2)c1-c1ccc2c(c1)OCO2 | -10.7% | -4.9% | -0.9% | 5.8% | -43.8% | i | -2.4 | 8.3% | -0.2%
C=CCNC(=O)c1ccc(C2SCC(=O)N2Cc2ccco2)cc1 (stereo not given) | 2.8% | -1.3% | 2.3% | -10.1% | 20.2% | i | -6.5 | 3.1% | -0.5%
COc1ccc(CCNC(=O)C(=O)NCC2OCCN2S(=O)(=O)c2ccc(OC)c(OC)c2)cc1OC (stereo not given) | 5.5% | 6.0% | 0.3% | -14.0% | -4.2% | i | 0.7 | -13.7% | -0.1%
Cc1cc(C(=O)CSc2nc3ccccc3o2)c(C)n1C1CC1 | ? | -17.4% | -0.5% | ? | -16.3% | i | 0.5 | 9.0% | 0.7%
COc1ccc(CN2COc3ccc4c(-c5ccccc5)cc(=O)oc4c3C2)cc1 | 14.7% | -0.8% | . | ? | 5.2% | . | . | -13.9% | -0.4%
OCC[C@@H]1C[C@H](O)[C@@H](O)[C@]2(OCCc3cc(C(F)(F)F)ccc32)O1 | . | -0.3% | . | . | -21.3% | i | 1.2 | -4.4% | -0.8%
Cn1c(=O)c([N+](=O)[O-])c(NC2CCS(=O)(=O)C2)c2ccccc21 (stereo not given) | ? | 15.9% | 0.8% | ? | -0.7% | i | -3.0 | 0.9% | -1.0%
COc1ccc(OC)c(NC(=O)CSc2nc3n[nH]c(C)c3c(=N)n2-c2cccc(Cl)c2C)c1 | ? | ? | -4.6% | 16.4µM* | -14.8% | i | -1.1 | 19.8% | 4.7%

Rows were taken by chance. Share with any hit: about 4.3%.
